Screening data: PubChem, National Center for Advancing Translational Sciences (NCATS)
NPC1 promoter act = qHTS Assay for NPC1 Promoter Activators. hit rate 2.4% among 320,000. AID 485313, 2010. Huh7 NPC1 promoter luciferase reporter, 24 h. Potency, µM (top dose mostly 9.22 µM), for the others: at the top dose activation, actives largely listed as activators;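 also: % of control where 0% means no effect; nearly all actives have a fitted effect of over 60% in size; reporter is driven by a mutant NPC1 promoter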
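Huh7 cells stably carrying NPC1 promoter–luciferase, plated in Opti-MEM with 10% FBS for 2 h, were exposed to compound in DMSO for 24 h at 37 °C; luciferase reagent was added for 10 min and luminescence read.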
FLuc modulator = qHTS profiling assay for firefly luciferase inhibitor/activator using purifed enzyme and Km concentrations of substrates (counterscreen for miR-21 project). Luciferin 4-monooxygenase (Photinus pyralis), P08659. purified FLuc, Km substrates, luminescence inhibition. Potency, µM (top dose mostly 57.5 µM), without a hit: top-dose activity change, negative = inhibition, actives largely listed as inhibitors. hit rate 6.9% among 360,000. AID 588342, 2011;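 also: plate controls were vehicle for no effect and reference inhibitor for full effect; nearly all actives have a fitted effect of over 55% in size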
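Biochemical qHTS of compounds, final roughly 60 µM downward over six points, against 10 nM purified firefly luciferase using Km concentrations of substrates (10 uM D-luciferin, 10 uM ATP) in Tris acetate pH 7.5 buffer; luminescence output.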
ELG1 genotox = qHTS screen for small molecules that induce genotoxicity in human embryonic kidney (HEK293T) cells expressing luciferase-tagged ELG1. HEK293T ELG1-luciferase reporter, luminescence, 16 h. Potency, µM (titrated, usually from 46 µM), for the others: at the highest dose activity change, positive = activation, most hits filed as activators. hit rate 1.3% among 330,000. AID 504466, 2011; also: % of control where 0% means no effect; nearly all actives have a fitted effect of over 60% in size
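Genotoxic stress is detected as increased luminescence from luciferase-tagged ELG1 in HEK293T cells, measured with ONE-Glo after a 16 hr treatment at 37 °C.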
MBNL1-CUG inh = qHTS Assay for Inhibitors of MBNL1-poly(CUG) RNA binding | Muscleblind-like protein 1 (Homo sapiens), Q9NR56 | Potency, µM (highest dose often 57.5 µM), for inactives: top-dose activity change, negative = inhibition, actives largely listed as inhibitors | hit rate 0.036% among 280,000 | TR-FRET MBNL1-His/biotin-(CUG)12 binding, 665/545 ratio | AID 2675, 2010; active = well fitted inhibition curve with a large enough effect in the signal ratio, with a control signal flat, not every such curve was filed as active; inconclusive = small, poorly fitted or top-dose-only effect, or effect the other way, or a change in a side signal; inactive = no such curve, though single readings can be large or run the other way; the % refers to the signal ratio; also: % is scaled to controls: 0 for no effect and ±100 for the full control effect
Target sequence (Q9NR56 whole entry, looked up): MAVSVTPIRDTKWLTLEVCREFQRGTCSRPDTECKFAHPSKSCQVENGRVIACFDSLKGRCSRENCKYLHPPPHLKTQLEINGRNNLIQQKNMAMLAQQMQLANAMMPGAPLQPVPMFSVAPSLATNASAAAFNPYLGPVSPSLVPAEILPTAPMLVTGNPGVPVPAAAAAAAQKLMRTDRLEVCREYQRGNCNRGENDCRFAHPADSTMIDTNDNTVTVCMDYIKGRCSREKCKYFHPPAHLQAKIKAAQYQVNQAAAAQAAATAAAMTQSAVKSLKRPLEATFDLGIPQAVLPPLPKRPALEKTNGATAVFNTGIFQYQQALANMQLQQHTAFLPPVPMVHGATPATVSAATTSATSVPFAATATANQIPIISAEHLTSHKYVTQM
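TR-FRET readout: Ex 340 nm, 665/545 nm emission ratio, normalized to buffer-only (basal) and MBNL1-(CUG)12 controls. Complex of MBNL1-His with Biotin-(CUG)12, compounds 92 nM–58 uM, incubated 60 min at room temperature.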
Gal4-VP16 FLuc = VP16 counterscreen qHTS for inhibitors of ROR gamma transcriptional activity | Drosophila S2 Gal4-VP16 UAS-luciferase, luminescence, 20 h | Potency, µM (top dose mostly 53.6 µM), for the others: at the top dose activity, negative = inhibition, hits mostly inhibitors | hit rate 3.5% among 310,000;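 also: Gal4-VP16 expression switched on by copper sulfate through the metallothionein promoter; % is scaled to controls: 0 for no effect and ±100 for the full control effect; nearly all actives have a fitted effect of over 50% in size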
uPA surface inh = qHTS for Inhibitors of Cell Surface uPA Generation; Potency, µM (doses to about 38.3 µM), inactives show at the top dose activity change, negative = inhibition, usual class: inhibitors; hit rate 0.31% among 330,000; AID 540303, 2011; cell surface uPA generation assay, qHTS; active = well fitted inhibition curve with a large enough effect; inconclusive = small, poorly fitted or top-dose-only effect; inactive = no such curve, though single readings can be large or run the other way; tested in mouse RAW 264.7 cells; also: % is scaled to controls: 0 for no effect and ±100 for the full control effect; nearly all actives have a fitted effect of over 55% in size
p53 reactivator = qHTS assay for re-activators of p53 using a Luc reporter. hit rate 0.063% among 320,000. Potency, µM (series often up to 92.2 µM), for inactives: at the highest dose activity change, positive = activation, actives largely listed as activators. H1299 p53-A138V BP100-luciferase reporter, luminescence, 24 h; also: % of control where 0% means no effect; nearly all actives have a fitted effect of over 45% in size
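p53-null H1299 cells stably carrying temperature-sensitive p53-A138V and a BP100-luciferase reporter were pinned with compounds (4-point, 1:5 series) and held 24 hrs at 37 deg C. Luminescence was read 10 min after detection reagent.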
CXXC DNA block = qHTS Fluorescence Polarization Assay for Inhibitors of MLL CXXC domain - DNA interaction. Histone-lysine N-methyltransferase 2A (Homo sapiens), Q03164. MLL-CXXC / FITC-HOXA9 DNA fluorescence polarization. Potency, µM (highest dose often 115 µM), for the others: at the highest dose activity change, negative = inhibition, actives largely listed as inhibitors. hit rate 0.037% among 290,000. AID 2662, 2010; active = well fitted inhibition curve with a large enough effect in the polarisation, with a control signal flat, not every such curve was filed as active; inconclusive = small, poorly fitted or top-dose-only effect, or effect the other way, or a change in a side signal; inactive = no such curve, though single readings can be large or run the other way; the % refers to the polarisation
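Steps: dispense CXXC domain solution (7 uM) → pin compounds or unlabeled HOX-A9 DNA control → 5 min ambient → add FLSN-HOX-A9 solution (50 nM) → spin → 30 min ambient → fluorescence polarization. Tris pH 7.5/NaCl/DTT/BSA buffer.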
Rab9 promoter act = qHTS Assay for Rab9 Promoter Activators; Huh7 Rab9 promoter-luciferase reporter, luminescence, 24 h; hit rate 2.8% among 320,000; AID 485297, 2010; Potency, µM (titrated, usually from 9.22 µM), for inactives: at the top dose activation, negative = inhibition, actives largely listed as activators; also: % of control where 0% means no effect; nearly all actives have a fitted effect of over 60% in size
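Stable Rab9-luc Huh7, 1500 cells/well, 2 h settle; cmpd in DMSO, 24 h, 37 °C/5% CO2; luciferase reagent 10 min RT; luminescence.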
BRCA1 expr act = qHTS Assay to Identify Small Molecule Activators of BRCA1 Expression; Potency, µM (titrated, usually from 46.1 µM), for inactives: at the top dose activation, hits mostly activators; MCF7-BRCA1-FFLuc reporter, luminescence, 48 h; response scale: scaled: vehicle 0%, 10 µM genistein 100%; AID 624202, 2012; hit rate 1.1% among 380,000; also: nearly all actives have a fitted effect of over 80% in size; some results filed as inactive show a strong effect at the top dose
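Cells: MCF7-BRCA1-FFLuc, 2000/well. Exposure: 48 h, 37 °C, 5% CO2. Read: luminescence, 15 min post-substrate. Controls: genistein 10 microM (maximal activation), DMSO (neutral).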
RORg inh = qHTS for inhibitors of ROR gamma transcriptional activity | Drosophila S2 Gal4-RORgamma UAS-luciferase reporter, 20 h | Potency, µM (doses to about 53.6 µM), for inactives: top-dose activity change, negative = inhibition, hits mostly inhibitors | hit rate 5.4% among 310,000; also: % is scaled to controls: 0 for no effect and ±100 for the full control effect; nearly all actives have a fitted effect of over 60% in size
Target sequence (P51450 whole entry, looked up, the tested form may be a part): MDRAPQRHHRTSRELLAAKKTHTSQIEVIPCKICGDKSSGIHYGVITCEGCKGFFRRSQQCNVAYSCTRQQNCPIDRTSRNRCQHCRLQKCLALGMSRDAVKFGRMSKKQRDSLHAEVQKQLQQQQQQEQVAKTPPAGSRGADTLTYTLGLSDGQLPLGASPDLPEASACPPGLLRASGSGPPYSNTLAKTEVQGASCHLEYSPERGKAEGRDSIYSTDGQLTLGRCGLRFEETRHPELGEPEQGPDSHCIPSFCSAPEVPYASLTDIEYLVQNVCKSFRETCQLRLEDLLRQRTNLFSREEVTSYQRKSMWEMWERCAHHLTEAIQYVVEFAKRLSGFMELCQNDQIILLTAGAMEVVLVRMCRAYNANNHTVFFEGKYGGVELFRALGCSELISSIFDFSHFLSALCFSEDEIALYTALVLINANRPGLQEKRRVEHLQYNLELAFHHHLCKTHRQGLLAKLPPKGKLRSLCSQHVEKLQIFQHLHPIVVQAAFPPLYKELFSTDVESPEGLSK
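Read-out: Photinus luciferase luminescence; inhibitors lower reporter signal. Insect Schneider cells with Gal4-ROR gamma fusion under metallothionein promoter, UAS reporter; 700 uM final copper sulfate induction, 20 hr, ambient temperature.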
* = called active by the depositor; ? = inconclusive; / = no result given; [ ] = another dose, or the depositor's remark. Unless noted, calls follow the shape of the dose curve; as a rule, active = well fitted curve in the direction sought with a large enough effect; inconclusive = small, poorly fitted or top-dose-only effect, or another doubt; inactive = no such curve, though single readings can be large; an effect the other way counts as inactive or inconclusive. Potency is read from the fitted curve at half-maximal effect. An excerpt; rates above refer to the full screens.

SMILES | NPC1 promoter act | FLuc modulator | ELG1 genotox | MBNL1-CUG inh | Gal4-VP16 FLuc | uPA surface inh | p53 reactivator | CXXC DNA block | Rab9 promoter act | BRCA1 expr act | RORg inh
Cc1ccccc1C1C(=O)c2ccccc2C1=O | -5% | -1% | -5% | ? | -2% | 0% | -7% | -3% | 7% | -8% | -13%
COc1ccccc1C(CNC(=O)C(C)Oc1ccc(Br)cc1)N1CCCC1 (stereo not drawn) | 1% | 14% | -3% | / | / | 7% | 0% | / | -3% | 8% | /
COc1cc2c(C(=O)OCCN(C)C)c(CSc3ccccc3)n(C)c2cc1Br | -3% | 3% | 1% | -1% | 2% | -18% | -1% | -7% | -3% | -30% | 0%
COc1ccccc1/C=C/C=N/n1c(COc2ccccc2)n[nH]c1=S | 0% | ? | -1% | -3% | -23% | 1% | 0% | -11% | -4% | -2% | 3.5µM*
COC(=O)Cn1c2ccccc2c2nc(C)sc21 | -2% | 5% | 2% | -7% | 7% | / | 0% | -3% | 0% | -6% | -2%
Cc1cccc(C(=O)NCc2ccco2)c1 | 9% | -19% | 5% | -8% | 1% | -2% | 12% | -9% | -1% | 21% | 19%
Cc1nc2ncnn2c(C)c1CCC(=O)NC(C)CCc1ccco1 (stereo not drawn) | -4% | 1% | 2% | 1% | -7% | 0% | 0% | 5% | 0% | 2%[1.84 µM] | 15%
CC1=C(C(=O)OCC2CCCO2)C(c2ccncc2)C2=C(CC(C)(C)CC2=O)N1 (stereo not drawn) | 0% | 2% | 4% | 27% | -5% | -4% | -3% | -1% | -1% | -16% | 11%
CC(=O)Nc1ccc2c(c1)OCCOCCOc1cc(NC(C)=O)ccc1OCCOCCOCCO2 | 7% | 0% | 0% | 11% | -13% | / | 4% | 4% | 1% | / | -22%
Cc1sc2c(c1C)CN(CCN1CCOCC1)CN2C(=O)c1ccccc1 | 28% | ? | 11% | -2% | -11% | 0% | 17% | -3% | ? | 31% | 4%
Cc1ccc(C(=O)NCc2cccnc2)cc1S(=O)(=O)N1CCCCCC1 | 0% | 8% | -7% | 0% | 7% | -12% | -4% | 0% | 0% | -39% | -1%
C/C(Cl)=C/Cn1c(NCCN(C)C)nc2c1c(=O)n(C)c(=O)n2C | -1% | 4% | -2% | -5% | 0% | 9% | 11% | -2% | 2% | -22% | 22%
Cc1ccc(-c2csc3ncnc(NCCN4CCOCC4)c23)cc1 | 1% | 10% | -5% | -1% | ? | 8% | -5% | -2% | -6% | -32% | 16%
CCC(=O)N1CCc2cc(S(=O)(=O)NCCC(=O)N3CCc4ccccc4C3)ccc21 | -2% | 7% | -8% | -9% | ? | -5% | -11% | 13% | 1% | -38% | 18%
CN1CCN(CC(=O)Nc2c(C(=O)C3CC3)oc3ccccc23)CC1 | 1% | 8% | 4% | 28% | 1% | 4% | -4% | -1% | -3% | 0%[1.84 µM] | 3%
CCCCn1c(N)c(N(CCOC)C(=O)c2ccc(-c3ccc(C(C)=O)cc3)o2)c(=O)[nH]c1=O | 13% | -4% | 8% | / | / | -5% | 4% | / | 13% | 64% | /
COC(=O)CCCC1=CC2=CC(=O)C(C)(OC(=O)c3cccs3)C(=O)C2=CN1CCc1ccccn1 (stereo not drawn) | 3% | -4% | 3% | ? | 1% | -2% | 1% | -1% | -2% | -1% | -7%
CC(=O)N1CCN(C(=O)c2cccc(S(=O)(=O)Nc3ccc(C)cc3)c2)CC1 | 1% | 2%[2.3 µM] | 0% | 3% | -1% | -6% | 4% | -13% | -5% | -6% | -2%
CC(C)c1cc(-c2cc(C(=O)NCc3ccccc3)on2)nc(NC2CCCC2)n1 | -9% | -1% | -5% | -2% | 2% | -20% | 10% | 0% | -4% | 0% | 3%
O=C(O)c1cc(N/N=C/c2ccc(-c3ccc(F)cc3)o2)ccc1Cl | ? | 9.5µM* | ? | ? | -6% | 3% | ? | -6% | ? | ? | 12%
COc1ccccc1-n1cc(-c2ccc([N+](=O)[O-])cc2)[nH]c1=S | 0% | 2% | 9% | / | -22% | -3% | 0% | -4% | 8% | 31% | 1.6µM*
COc1cccc(/C=N/NC(=O)CCc2c(C)n[nH]c2C)c1 | 10% | -11% | -2% | 2% | -1% | 4% | 6% | -1% | 5% | 2% | -1%
COC(CNC(=O)C1CCCN1C(=O)OCc1ccccc1)OC (stereo not drawn) | -5% | -3% | 0% | -3% | -6% | 4% | 1% | 6% | 2% | 3% | -9%
COc1cc(C(=O)Nc2nc3ccccc3[nH]2)cc(OC)c1OC | 7% | ? | -1% | -5% | 10µM* | / | 2% | -20% | -2% | 23% | 10µM*
Cc1noc(C)c1CSc1nnc(C)c(=O)[nH]1 | -5% | 0% | 3% | -3% | 0% | 1% | -9% | 0% | 0% | -22% | ?

Later entries
SMILES | NPC1 promoter act | FLuc modulator | ELG1 genotox | MBNL1-CUG inh | Gal4-VP16 FLuc | uPA surface inh | p53 reactivator | CXXC DNA block | Rab9 promoter act | BRCA1 expr act | RORg inh
O=C(O)C1CCN(S(=O)(=O)c2cccnc2)CC1 | 2% | 1% | 2% | -6% | 3% | 2% | 2% | -4% | 0% | -14% | 2%
CCc1ccccc1NC(=O)CN(C)S(=O)(=O)c1ccc2c(c1)c(=O)n(C)c(=O)n2C | -2% | 1% | -1% | -4% | 1% | -7% | 1% | -6% | -1% | -1% | -23%
Oc1c(Br)cccc1/C=N/c1ncn[nH]1 | 1% | 5% | -1% | -5% | -3% | 0% | 7% | -2% | -5% | 2% | -39%
Cc1cc(C)n(C(=O)CNC(=O)COc2ccccc2)n1 | 2% | 0% | 2% | -3% | -10% | 2% | 3% | -16% | 2% | -6% | 1%
O=C(CSc1nnc(NC(=O)c2ccco2)s1)Nc1ccccc1 | 13% | 21µM* | 15% | -13% | 13% | 0% | 6% | -5% | 1% | -2% | 17%
CC1CCCC(NC(=O)C2CCCN2S(=O)(=O)c2cccc3nsnc23)C1C (stereo not drawn) | 9% | 2% | -5% | ? | 5% | 6% | -6% | 0% | -1% | -8% | 19%
COc1ccc(NS(=O)(=O)c2ccc3c(c2)CCC(=O)N3)cc1O | -8% | 6% | -2% | / | / | 0% | 5% | / | 2% | -3% | /
O=C(Cn1nc(C(=O)O)c2ccccc2c1=O)NC12CC3CC(CC(C3)C1)C2 | -6% | -3% | 3% | -4% | 3% | -2% | 1% | 1% | -2% | 0% | -12%
C=CCC(O)(CC=C)CNC(=O)C1CCC(=O)N(CCCc2ccccc2)C1 (stereo not drawn) | 1% | 0% | -2% | -8% | -8% | 2% | 0% | -13% | -1% | 9% | -3%
O=C(C1CCN(S(=O)(=O)c2cccc3nonc23)CC1)N1CCCCC1 | 2% | 0% | -6% | ? | 13% | 2% | 3% | 1% | 0% | -4% | 16%
O=[N+]([O-])c1cc(S(=O)(=O)NCCc2ccccn2)ccc1Cl | 0% | 3% | 0% | / | / | -16% | -9% | / | 2% | -17% | /
Cc1cc(OCC(=O)NCc2ccccn2)c2c(C)c(C)c(=O)oc2c1 | -5% | -1% | 0% | 8% | -19% | 0% | -3% | 7% | -1% | -10% | 12%
CCCn1nnnc1NCc1ccccc1F | 0% | 4% | 0% | -2% | 0% | -3% | / | -1% | -4% | 13% | -7%
S=C(NCc1ccccc1)N1CCN(C2CCCCC2)CC1 | 1% | -1% | -3% | -14% | -5% | -2% | 0% | -6% | -11% | -28% | -15%
O=C(COC(=O)c1ccco1)Nc1ccccc1[N+](=O)[O-] | -9% | 6% | 2% | / | 16% | 3% | 0% | 6% | -3% | 0% | ?
Cc1nc(NC(=O)CSc2cc(C)c3ccccc3n2)c(Cl)cc1Cl | 1% | 6% | 2% | ? | ? | 2% | -11% | 10% | -1% | -40% | 2.5µM*
Cc1cc(-n2nnc3ccccc32)nc2ccccc12 | 2% | -10% | 9% | -4% | -2% | -5% | ? | -5% | -3% | -40% | -6%
